Insulin prom inh: TRM-6 insulin promoter activity inhibition; TRM-6 cells (human fetal islet line), insulin promoter-eGFP reporter, imaging; reporter expression induced with tamoxifen; inhibition, % at 2 µM; 0.9% of 130,000 active;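 active means inhibition above the mean plus 3 SD, with well images judged a real hit on visual review, cut at about 60% in these data, passing the limit was not always enough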
SDO1 yeast rescue: restores growth of sdo1-depleted yeast; z-score at 10 µM; 0.21% of 140,000 active; AID 817; S. cerevisiae sdo1-depleted JHY4D growth rescue, OD600 30 h; active compounds read high; pdr5 snq2 efflux-pump mutant strain;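 active means z-score above 3 at both the 24 hr and the 30 hr optical density reads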;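 further: z-score against mean and SD of all compound wells on the same plate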
SDO1 yeast rescue Rescue 24 h: recorded beside SDO1 yeast rescue, whose call it bears; z-score; S. cerevisiae sdo1-depleted JHY4D growth rescue, OD600; measured here: growth rescue at 24 h;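 0 is the plate mean of compound wells and units are plate SD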
Starred values were filed as active, the others as inactive; / = not tested or not shown; & = joins results of further samples; [ ] = another dose, or the depositor's remark. Only part of the results is shown, so the mix of outcomes need not match the whole.

| Insulin prom inh | SDO1 yeast rescue | SDO1 yeast rescue Rescue 24 h | Molecule |
| --- | --- | --- | --- |
| 31 | 0.55 | 1.1 | N=c1c2c(n(Cc3ccc(Cl)cc3)c3c1CCC3)CCC2 |
| 46 | -0.98 | -0.71 | Cc1sc2ncnc(N(C)Cc3cccs3)c2c1C |
| -73 | -0.72 | -1.3 | O=c1c2ccccc2nc(-c2ccco2)n1CCCn1ccnc1 |
| -13 | 0.57 | 0.69 | CCOc1cccc(Nc2cc3n(c(=O)n2)CCc2cc(OC)c(OC)cc2-3)c1 |
| -43 | 0.07 | -0.18 | COc1ccc(S(=O)(=O)N(CC(=O)NCCCN(C)C)c2ccc(C)cc2)cc1OC |
| / | -1.3 | -1.7 | Cc1cc(NC(=O)CSc2cn(C)c3ccccc23)no1 |
| 5 | / | / | Cc1cc(C)n2nc(S(=O)(=O)NC(C)(C)C)nc2n1 |
| -94 | 0.82 | -0.12 | COc1ccc(-c2cc3nc(C4CCN(C(=O)OC(C)(C)C)CC4)c(C(=O)O)cn3n2)cc1 |
| -18 | / | / | CCOc1ccc(N2C(=O)CC(NCCNc3ccc([N+](=O)[O-])cn3)C2=O)cc1 (stereo unspecified) |
| / | -0.69 | -0.89 | c1ccc(CNc2ncnc3c2cnn3-c2ccccc2)cc1 |
| 39 | -1.5 | -0.61 | Nc1nc(CSc2nc3ccccc3s2)nc(N2CCCCC2)n1 |
| 25 | 0.64 | 1.1 | C=C(C)COc1ccc2c(C)c(C)c(=O)oc2c1OCC(=C)C |
| / | 0.96 | 0.73 | Cc1[nH]n(-c2ccc(Cl)cc2)c(=O)c1C=NC12CN3CN(CN(C3)C1)C2 |
| / | -0.31 | -0.63 | O=C(Cn1c(=O)oc2ccccc21)N1CCN(c2ccc(N3CCOCC3)nn2)CC1 |
| -12 | -1.2[7.2 µM] | -0.78 | Brc1ccccc1OCCOCCOc1cccc2cccnc12 |
| / | 0.82 | 0.73 | O=C(Nc1ccc2c(c1)nc1n2CCCCC1)c1cc(S(=O)(=O)N2CCOCC2)ccc1Cl |
| / | -0.42 | -1.3 | CC1(C(=O)NC2CCCC2)CCC(=O)N1Cc1ccc2c(c1)OCO2 (stereo unspecified) |
| -17 | -0.11 | -0.02 | Cc1ccc(Oc2ncnc3sccc23)cc1 |
| 23 | -0.36 | -1 | Cc1cccc(OCCC(=O)OCC(=O)N2CCc3ccccc32)c1 |
| -83 | / | / | Cc1ccc(NC(=S)Nc2cccc(S(=O)(=O)Nc3c(C)n(C)n(-c4ccccc4)c3=O)c2)cc1 |
| 7 | -0.32 | -1.3 | COc1ccc(NC(=S)Nc2ccc3nsnc3c2)cc1 |
| -39 | 0.01 | -0.39 | Cc1ccn(C(CC(=O)c2ccc(Br)cc2)C(=O)O)n1 (stereo unspecified) |
| -62 | -1 | -0.23 | COc1ccc(Cl)cc1C(=O)Nc1ccccc1N1CCN(C(=O)C(C)C)CC1 |
| 11 | / | / | O=C1/C(=C\c2ccc(O)c(O)c2)C(c2ccccc2)=NN1c1ccccc1 |
| 48 | / | / | OCCC1CN(Cc2cn[nH]c2C2CCCCC2)CCN1C1CCCCC1 (stereo unspecified) |

Continuation:
| Insulin prom inh | SDO1 yeast rescue | SDO1 yeast rescue Rescue 24 h | Molecule |
| --- | --- | --- | --- |
| 0 | / | / | O=C1C(=O)N(CCc2c[nH]c3ccccc23)C(c2cccnc2)/C1=C(/O)c1ccccc1 (stereo unspecified) |
| -18 | -1.2 | 0.52 | CC(C)(C)c1ccc(C(=O)Nc2ccc(NC(=O)c3ccco3)cc2)cc1 |
| -81 | 0.15 | 0 | Cc1nc(C)c(C(=O)NNS(=O)(=O)c2ccc([N+](=O)[O-])cc2)s1 |
| -136 | / | / | CCOC(=O)C1=C(CN2CCCCCC2)NC(=O)NC1c1ccc2c(c1)OCO2 (stereo unspecified) |
| 11 | / | / | Cc1cc(C)c(NC(=O)CN2C(=O)NC(CCc3ccccc3)C2=O)c(C)c1 (stereo unspecified) |
| 0 | 0.68 | -0.95 | c1ccc(-c2n[nH]c(-c3ccccn3)n2)cc1 |
| 29 | / | / | Cc1c(NC(=O)CN2CCC(C(N)=O)CC2)cccc1[N+](=O)[O-] |
| / | -1.9 | -1.9 | O=C(Nc1nnc(C2=COCCO2)o1)c1ccc(Cl)cc1 |
| -27 | 0.82 | 0.2 | COCCNC(=O)c1onc(CSc2ccc(C)c(C)c2)c1C(=O)O |
| 40 | 1.1 | 0.99 | CC(=O)Nc1cccc(NC(=O)COc2nncc3ccccc23)c1 |
| -56 | 0.16 | 0.06 | N#CCSc1nnc2ccc3ccccc3n12 |
| -16 | 1.5 | 1.3 | COC(=O)c1ccc(C2NC(=S)N(c3ccccc3)C(C)=C2C(=O)Nc2ccccc2OC)cc1 (stereo unspecified) |
| -55 | 1 | 0.42 | O=C(N/N=C/c1cc([N+](=O)[O-])ccc1N1CCNCC1)c1ccc([N+](=O)[O-])cc1 |
| 91* | -0.32 | 0.86 | Cc1nn2c(Nc3ccccc3)c3c(nc2c1-c1ccccc1)CCC3 |
| 13 | -1.7 | -1.1 | Cc1ccc(C(=O)CC2(O)C(=O)N(CCc3ccccc3)c3ccc(Br)cc32)o1 (stereo unspecified) |
| -12 | -0.6 | -0.67 | CCN1CCN(CCCOc2ccc(-c3ccccc3)cc2)CC1 |
| -97 | 0.45 | 0.7 | CC1(C(=O)O)CCC(C(=O)NC2CCCCC2)C1(C)C (stereo unspecified) |
| -31 | 1.1 | 0.94 | O=C(O)CCC(=O)Nc1ccccc1C(=O)NCCc1ccccc1 |
| -36 | / | / | c1cncc(-c2nc(NCCCN3CCOCC3)c3c4c(sc3n2)CCC4)c1 |
| / | -1.4 | -1.4 | Cc1cc(C)cc(NC(=O)C(OC(=O)c2sccc2C)c2ccccc2)c1 (stereo unspecified) |
| -8 | -0.69 | -0.79 | Cc1ccc(S(=O)(=O)N/N=C/c2ccc(OCC(=O)Nc3ccccc3Cl)cc2)cc1 |
| / | 0.13 | -0.2 | COC(=O)/C(C#N)=C/c1occc1C |
| / | 1.9&-0.71 | 0.78&-0.76 | COCCn1c(=S)[nH]c2cc(C(=O)N3CCN(Cc4ccc5c(c4)OCO5)CC3)ccc2c1=O |
| 67 | 0.39 | -1 | CCCCNC(=O)COc1ccccc1C(=O)c1cc(C#N)c(=O)n(CCOC)c1 |
| -15 | -0.09 | -0.92 | O=C(NCCNCc1ccc(F)cc1)c1ccco1 |

Entries listed above shown as hits in Insulin prom inh.
| Insulin prom inh | SDO1 yeast rescue | SDO1 yeast rescue Rescue 24 h | Molecule |
| --- | --- | --- | --- |
| 91* | -0.32 | 0.86 | Cc1nn2c(Nc3ccccc3)c3c(nc2c1-c1ccccc1)CCC3 |

The list continues.
| Insulin prom inh | SDO1 yeast rescue | SDO1 yeast rescue Rescue 24 h | Molecule |
| --- | --- | --- | --- |
| 25 | / | / | Nc1nc(-c2ccc(Cl)cc2)nn1C(=O)c1ccco1 |
| 3 | -0.14 | -0.43 | COc1ccc(NC(=O)C23CC4CC(C2)CC(n2cnc(Br)n2)(C4)C3)cc1Cl |
| 35 | -0.22 | 0.24 | C=CCn1c(=O)[nH]c2cc(C(=O)N3CCN(c4ccc(C(C)=O)cc4)CC3)ccc2c1=O |
| 44 | 0.1 | -0.72 | COC(=O)CSc1snnc1-c1ccc(F)cc1 |
| -66 | -0.35 | -0.34 | CCOC(=O)N1CCc2c(sc3c2c(=O)n(Cc2ccccc2)c(=O)n3Cc2cccc(C)c2)C1 |
| -76 | / | / | C/C(N)=C(/C#N)C(=O)CSc1nncn1-c1ccccc1 |
| 24 | -1 | -0.64 | Cn1c(=O)c(C(=O)COC(=O)c2cc(-c3ccco3)nc3ccccc23)c(N)n(CC2CC2)c1=O |
| 63 | / | / | O=C(NNc1nc2c(F)cc(F)cc2s1)c1ccccc1 |
| / | 1.1 | 0.2 | Cn1c(=O)oc2cc(S(=O)(=O)N3CCCC(C(=O)NCCN4CCOCC4)C3)ccc21 (stereo unspecified) |
| 12 | 0.98 | 0.91 | O=C(CCN1CCN(c2ccccc2F)CC1)Nc1ccc2c(c1)OCO2 |
| / | -0.22 | -0.17 | CCOc1ccc(NC(=O)c2cc3c(=O)n(C)c4ccccc4c3n2C)cc1 |
| 9 | -1.3 | -0.78 | COc1ccc(N=c2cc(-c3ccc(O)cc3)oc3ccccc23)cc1 |
| -20 | 0.52 | -0.01 | CC(c1ccccc1)N1C(=O)CC(Sc2ncccc2C(=O)O)C1=O (stereo unspecified) |
| -4 | 0.13 | 0.12 | CCC1CCCCN1C(=O)c1c[nH]c2ccc(S(=O)(=O)N(C)c3ccc(Cl)cc3)cc2c1=O (stereo unspecified) |
| -41 | 0.83 | 0.19 | O=C(O)CN1C(=O)CNC1=O |
| / | -0.28 | -0.39 | Cc1cccc(-c2cc(C(=O)NCc3ccccn3)c3ccccc3n2)c1 |
| -24 | -0.55 | 0.1 | CC(C)(C)NC(=O)CSc1nc2ccccc2n1-c1ccccc1 |
| / | -0.96 | -1.4 | Nc1ccc(S(=O)(=O)NNC(=O)C(=O)NNc2ccccc2)cc1 |
| / | -0.13 | 0.05 | O=C(COC(=O)CSc1nnc(-c2ccc(Cl)cc2)o1)Nc1cc(Cl)cc(Cl)c1 |
| -10 | -0.92&-0.35 | -1.5&-0.76 | CCCCN(Cc1ccccc1)S(=O)(=O)c1ccc2[nH]c(=O)oc2c1 |
| -5 | -0.49 | -0.43 | C#CCOCCOCCOCCNc1nc(N2CCN(C(=O)[C@H]([C@@H](C)CC)n3cc(CCCN=C(N)N)nn3)CC2)nc(N2CCN(C(=O)[C@H](C)n3cc(CCCN=C(N)N)nn3)CC2)n1 |
| -20 | -2.1 | -0.94 | CSc1ccc(-c2nc3cnccn3c2Nc2ccc3c(c2)OCO3)cc1 |
| 67* | / | / | Cc1[nH][nH]c(=O)c1C(c1cc2c(cc1Br)OCO2)c1c(C)[nH][nH]c1=O |
| 29 | -0.15 | -0.6 | c1ccc(-c2csc(Cc3nnc4n3CCCCC4)n2)cc1 |
| -16 | -0.27 | 1.1 | O=C(CSc1nnnn1-c1ccccc1F)Nc1nc2ccccc2s1 |

Single records, as listed above:
c1ccc(-c2csc(Cc3nnc4n3CCCCC4)n2)cc1 is listed with Insulin prom inh: 29; SDO1 yeast rescue: -0.15; SDO1 yeast rescue Rescue 24 h: -0.6
CSc1ccc(-c2nc3cnccn3c2Nc2ccc3c(c2)OCO3)cc1 is listed with Insulin prom inh: -20; SDO1 yeast rescue: -2.1; SDO1 yeast rescue Rescue 24 h: -0.94
Cc1[nH][nH]c(=O)c1C(c1cc2c(cc1Br)OCO2)c1c(C)[nH][nH]c1=O is listed with Insulin prom inh: 67*; SDO1 yeast rescue: /; SDO1 yeast rescue Rescue 24 h: /

Ordered by molar mass (largest number first): part of the list above.
| Insulin prom inh | SDO1 yeast rescue | SDO1 yeast rescue Rescue 24 h | Molecule |
| --- | --- | --- | --- |
| 3 | -0.14 | -0.43 | COc1ccc(NC(=O)C23CC4CC(C2)CC(n2cnc(Br)n2)(C4)C3)cc1Cl |
| 67* | / | / | Cc1[nH][nH]c(=O)c1C(c1cc2c(cc1Br)OCO2)c1c(C)[nH][nH]c1=O |
| -20 | 0.52 | -0.01 | CC(c1ccccc1)N1C(=O)CC(Sc2ncccc2C(=O)O)C1=O (stereo unspecified) |
| / | -0.28 | -0.39 | Cc1cccc(-c2cc(C(=O)NCc3ccccn3)c3ccccc3n2)c1 |
| / | -0.96 | -1.4 | Nc1ccc(S(=O)(=O)NNC(=O)C(=O)NNc2ccccc2)cc1 |
| 44 | 0.1 | -0.72 | COC(=O)CSc1snnc1-c1ccc(F)cc1 |

(cont.)
| Insulin prom inh | SDO1 yeast rescue | SDO1 yeast rescue Rescue 24 h | Molecule |
| --- | --- | --- | --- |
| -12 | -0.23 | -0.38 | COc1ccc(CN2CCN(c3ncccn3)CC2)c(OC)c1 |
| 10 | 0.18 | -0.24 | O=C(N/N=C/c1ccc(O)cc1)c1nc(-c2ccccc2)n(-c2ccccc2)n1 |
| / | 0.38 | -0.3 | CCCN(CCC)C(=O)Cn1c2ccccc2c2nc(=O)cc(C)n21 |
| -47 | 0.14 | -0.09 | CCOC(=O)c1c(/N=C/c2ccc(O)cc2O)sc2c1CCC2 |
| / | -0.74 | -1.1 | CCOCCCNC(=O)c1ccc2c(c1)N(Cc1ccccc1)C(=O)CS2=O (stereo unspecified) |
| / | 1.2 | 1 | CCOC(=O)N1CCN(c2cc(=O)n(-c3ccc(Br)cc3)c(=O)[nH]2)CC1 |

Screening results deposited in PubChem BioAssay by several laboratories.
